LGR2 inh: inhibitors of bursicon-induced LGR2 CRE-luciferase signal, primary screen, cell-based, HEK293, CRE-luciferase reporter, bursicon stimulation; bursicon-stimulated, 4 h; 380,000 compounds, 0.35% hits; Drosophila bursicon receptor LGR2 (rickets); AID 720647, 2013; inhibition, % at 9.99 µM;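 active means drop in luminescence signal, shown as inhibition above about 50% in the replicate tests, limit read from the data, passing the limit was not always enough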;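 further: agonist challenge used bursicon conditioned medium at about half maximal strength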
EWS-Fli block: EWS/Fli-driven NR0B1 reporter inhibitors, primary screen, A673 cells, NR0B1 luciferase, luminescence, MLPCN library | 350,000 compounds, 0.67% hits | viability-normalised | inhibition, % at 12.6 µM;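 active means mean inhibition of at least 50% after viability correction, with every replicate also passing that limit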;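 further: firefly luciferase signal divided by Alamar Blue viability fluorescence both relative to DMSO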
Casp6 inh: human caspase-6 inhibitors, primary screen, biochemical, VEID-R110 fluorescence, single point, set 2; purified caspase-6, Z-VEID-R110 cleavage fluorescence; inhibition, % at 12.5 µM; 350,000 compounds, 0.53% hits;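 active means mean inhibition across replicates at least about 35%, with every replicate also reaching that limit, limit read from the data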;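 further: 0% = median of neutral control wells and 100% = no fluorescence left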
Target sequence (P55212 24-179 limits assumed): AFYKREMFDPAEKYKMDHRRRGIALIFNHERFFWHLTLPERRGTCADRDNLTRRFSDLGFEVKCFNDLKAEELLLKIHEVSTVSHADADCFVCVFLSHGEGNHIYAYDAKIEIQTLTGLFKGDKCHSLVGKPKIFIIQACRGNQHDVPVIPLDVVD
Target sequence (P55212 194-293 limits assumed): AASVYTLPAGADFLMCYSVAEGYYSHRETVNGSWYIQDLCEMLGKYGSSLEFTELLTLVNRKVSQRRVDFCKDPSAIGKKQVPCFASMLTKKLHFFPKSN
ARNT TACC3 PPI: disruptors of ARNT/TACC3 protein interaction, primary screen, biochemical, AlphaScreen, single concentration; AlphaScreen His-ARNT PAS-B/GST-TACC3 binding, luminescence; TACC3 fragment carries E629A point mutation; Transforming acidic coiled-coil-containing protein 3 (Homo sapiens), Q9Y6A5; 390,000 compounds, 0.66% hits; inhibition, % at 9.99 µM; AID 623870, 2012;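 active means mean inhibition of replicates at least 50% and at least half of replicates each reaching 50%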;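 further: 0% = complete ARNT plus TACC3 wells and 100% = ARNT alone without TACC3; many hits fall short of the cut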
PAX8 reporter: inhibitors of PAX8-driven TPO luciferase reporter, primary screen, RMG-I cells, single concentration; 360,000 compounds, 1.2% hits; inhibition, % at 12.6 µM; AID 652154, 2013; SteadyGlo, 24 h;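 active means mean replicate inhibition at least 60% with every replicate also reaching 60%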;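 further: luciferase light reporting Pax8 driven TPO promoter activity; plate controls were median of neutral control wells for no effect and mitoxantrone controls for full effect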
DENV2 CPE: inhibitors of DENV2 cytopathic effect, primary screen, cell-based, plate reader, single concentration; 350,000 compounds, 1.7% hits; CPE inhibition, % at 9.99 µM; DENV2-infected cells, cytopathic effect rescue; AID 651640, 2012; in the data active means CPE inhibition above about 20%, passing the limit was not always enough; tested in BHK-21 cells;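 further: 0% = median of neutral control wells and 100% = median of positive control wells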
SIRT5 inh: SIRT5 desuccinylase inhibitors, primary screen, biochemical, fluorescence imaging, single point, set 5 | inhibition, % at 15 µM | 330,000 compounds, 1.1% hits | Purified SirT5, succinyl-peptide AMC, trypsin-coupled fluorescence | NAD-dependent protein deacylase sirtuin-5, mitochondrial (Homo sapiens), Q9NXA8; in the data active means inhibition above about 15%
Target sequence (Q9NXA8 whole entry, looked up): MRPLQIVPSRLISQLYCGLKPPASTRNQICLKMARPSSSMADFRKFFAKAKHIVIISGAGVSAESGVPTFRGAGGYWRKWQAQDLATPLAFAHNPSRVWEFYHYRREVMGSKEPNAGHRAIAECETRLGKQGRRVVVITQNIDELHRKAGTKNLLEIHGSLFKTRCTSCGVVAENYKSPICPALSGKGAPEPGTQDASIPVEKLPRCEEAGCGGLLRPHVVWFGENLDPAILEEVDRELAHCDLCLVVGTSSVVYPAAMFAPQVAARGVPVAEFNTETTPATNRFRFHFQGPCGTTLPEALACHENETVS
* marks the source's active call; other numbers are inactive results; nt = not tested or not shown.

canonical_smiles | LGR2 inh | EWS-Fli block | Casp6 inh | ARNT TACC3 PPI | PAX8 reporter | DENV2 CPE | SIRT5 inh
C[C@@H]1CN([C@H](C)CO)S(=O)(=O)c2ccc(C#CC3CC3)cc2O[C@@H]1CN(C)CC1CCOCC1 | -2 | -2 | 0 | 1 | nt | -1 | 0
O=C(COC(=O)CCC1CCCC1)Nc1ccc(Cl)cc1F | -2 | nt | nt | -5 | -7 | nt | nt
Cc1ccc(S(=O)(=O)N2CCCCC2)cc1NC(=O)c1nn(C)c(=O)c2ccccc12 | 1 | 9 | 5 | -2 | -5 | -4 | -2
O=C(Nc1ncc(Br)s1)C(Cc1ccccc1)n1cccc1 (centres undefined) | -13 | -4 | 0 | -4 | 3 | 9 | -2
Cn1cc(CCC(=O)NCc2ccc3c(c2)OCO3)c2ccccc21 | -9 | 10 | -2 | -9 | nt | 8 | 0
COc1cccc(C#Cc2ccc([C@@H]3[C@H](CO)N4C(=O)CN(C(=O)Cc5ccccc5)C[C@@H]34)cc2)c1 | 7 | -3 | 0 | nt | 36 | 16 | 1
Cc1cccc(OCC(=O)Nc2nccs2)c1C | -16 | nt | -5 | 0 | -232 | -2 | 3
COc1ccc(-c2ccc(N3C(c4cc(OC)cc(OC)c4)=Cc4ccc(OC)cc4C3CC(C)=O)cc2)cc1 (centres undefined) | -19 | 0 | 2 | nt | 63* | -6 | -11
O=C(NC(=S)Nc1ccc(CN2CCOCC2)cc1)c1cccc([N+](=O)[O-])c1 | -8 | nt | nt | 4 | -29 | nt | nt
O=C(NCCC1CCCCN1S(=O)(=O)c1ccc(F)cc1)C(=O)NC1CC1 (centres undefined) | -6 | -10 | 3 | -2 | 16 | 5 | 0
COCCCn1c(SCC(=O)N(C)C)nnc1-c1ccccc1 | 5 | -1 | -2 | -2 | nt | -4 | 10
CN(CC(=O)Nc1cccc(F)c1)C(=O)c1cn(-c2ccccc2)nc1-c1cccs1 | 3 | nt | -2 | 4 | 8 | 0 | -5
C[C@@H]1CN([C@H](C)CO)C(=O)c2cc(-c3ccc(C(=O)N(C)C)cc3)cnc2O[C@@H]1CN(C)Cc1ccc(C(=O)O)cc1 | -6 | -3 | 0 | 0 | -6 | -1 | 0
CCOC(=O)c1c(NC(=O)COC(=O)c2ccc(C)s2)sc2c1CC(C)(C)NC2(C)C | -13 | -5 | -1 | 6 | 17 | -2 | -2
Cc1onc(-c2c(Cl)cccc2Cl)c1C(=O)N1CCCCC1 | -4 | 5 | 0 | -6 | -16 | 3 | -2
CC(=O)c1ccc(NC(=S)N2CCCC(C(F)(F)F)C2)cc1 (centres undefined) | 2 | 2 | -3 | 4 | 18 | 10 | 2
COC(=O)[C@]12C[C@H](CC(=O)NCc3cccc(C(F)(F)F)c3)C(=O)N(Cc3ccc4c(c3)OCO4)C1=C[C@H](C(C)(C)C)O[C@@H]2C | -3 | 2 | 4 | nt | 14 | 1 | nt
CCCN(C)C[C@H]1Oc2ncc(-c3cccnc3)cc2C(=O)N([C@H](C)CO)C[C@@H]1C | 26 | -9 | -8 | -4 | nt | 4 | -2
CC(=O)Nc1ccc(NC(=O)COC(=O)C2CCCCC2)cc1 | -19 | 4 | -6 | -4 | -19 | 4 | -7
CC(C)(C)NC(=O)Nc1nnc(SCC(=O)NC2CCCCC2)s1 | -17 | -14 | 0 | -5 | nt | 0 | -1
Cc1ccc(Cc2c(C)nc3nc(SCC(=O)NCCCN4CCCC4)nn3c2C)cc1 | 8 | 4 | -94 | 8 | 11 | 12 | -10
C[C@H](CO)N1C[C@H](C)[C@H](CN(C)CC2CCCC2)Oc2ncc(C#Cc3cccc(F)c3)cc2C1=O | 7 | 0 | 1 | 4 | nt | -2 | -1
O=C(Nc1cc(S(=O)(=O)N2CCCCC2)ccc1Cl)C1=NN(c2ccccc2)C(=O)CC1 | 7 | nt | -3 | 1 | 12 | 11 | 11
CC(=O)N(C)C[C@@H]1Oc2ncc(-c3cccc(C#N)c3)cc2C(=O)N([C@@H](C)CO)C[C@@H]1C | -22 | -12 | 2 | -4 | 5 | 3 | 3
Cc1c(/C=N\NC(=O)C2COc3ccc(C(C)(C)C)cc3O2)c2ccccc2n1C (centres undefined) | 20 | 7 | nt | -6 | 7 | nt | nt
O=C(O)c1ccccc1/C=N/NC(=S)NCc1ccccc1 | 0 | 13 | 4 | -6 | -10 | 7 | 4
CCC(=O)N1CC(=O)N2[C@H](C1)[C@H](c1ccc(-c3ccc(C(=O)N(C)C)cc3)cc1)[C@@H]2CO | 2 | -12 | 0 | nt | -18 | -2 | -3
COc1ccccc1/C=C/C(=O)NCc1cccnc1 | 4 | -11 | -2 | nt | -35 | -4 | -2
Cc1ccc(S(=O)(=O)N(C)C)cc1NC(=O)CN1C(=O)NC2(CCCCCC2)C1=O | -2 | nt | -65 | -6 | -1 | 2 | -1
COc1ccc(NC(=O)C2(N(C(=O)Cn3nnnc3N)c3ccc(OC)cc3)CCCCC2)cc1 | -18 | nt | 0 | 3 | -1 | 15 | 2

Limited to LGR2 inh and PAX8 reporter, for some of the entries so far:
Structure | LGR2 inh | PAX8 reporter
CC(=O)N(C)C[C@@H]1Oc2ncc(-c3cccc(C#N)c3)cc2C(=O)N([C@@H](C)CO)C[C@@H]1C | -22 | 5
Cc1c(/C=N\NC(=O)C2COc3ccc(C(C)(C)C)cc3O2)c2ccccc2n1C (centres undefined) | 20 | 7

Back to the main list, starting two compounds before the break.
canonical_smiles | LGR2 inh | EWS-Fli block | Casp6 inh | ARNT TACC3 PPI | PAX8 reporter | DENV2 CPE | SIRT5 inh
Cc1ccc(S(=O)(=O)N(C)C)cc1NC(=O)CN1C(=O)NC2(CCCCCC2)C1=O | -2 | nt | -65 | -6 | -1 | 2 | -1
COc1ccc(NC(=O)C2(N(C(=O)Cn3nnnc3N)c3ccc(OC)cc3)CCCCC2)cc1 | -18 | nt | 0 | 3 | -1 | 15 | 2
C=CCN(c1ccc(C(=O)Nc2ccc(NC(C)=O)cc2)cc1)S(C)(=O)=O | 2 | -7 | 1 | -9 | -3 | 4 | -1
Cc1cccc(NC(=O)CN(CC2CCCO2)C(=O)c2oc3ccc(F)cc3c2C)c1C (centres undefined) | -8 | -11 | 2 | nt | 16 | 9 | -2
COC(=O)C1=C[C@@H](C(=O)OC)[C@@H]2C3=C(C(=O)[C@@]2(C)NC(=O)c2ccccc2)[C@H](C)n2c(=O)n(C)c(=O)n2[C@@H]3C1 | 15 | -14 | 1 | nt | -12 | 0 | 1
CN(Cc1ccccc1F)C(=O)CN1c2cccc3cccc(c23)S1(=O)=O | -1 | -2 | 1 | -2 | -6 | 0 | 0
CCC(=O)N1C[C@H](C)[C@H](OC)CN(C)C(=O)c2cc(NC(=O)Nc3cccc(F)c3)ccc2OC[C@H]1C | -6 | -3 | 1 | -1 | 0 | 0 | 1
COc1ccc(CNc2nc(C)c([N+](=O)[O-])c(C)c2C#N)cc1 | 1 | -2 | 2 | 1 | 5 | 1 | 1
O=C1NCCN(Cc2c(F)cccc2Cl)C1CC(=O)N1CCCO1 (centres undefined) | -3 | 2 | -1 | 3 | -3 | 5 | -2
O=C(N[C@H]1CC[C@H](CCNS(=O)(=O)c2ccc(Cl)cc2)O[C@@H]1CO)c1cnccn1 | 0 | 0 | 1 | -13 | -5 | 49* | -2
O=C1c2ccccc2C(=O)C1c1ccccn1 | -34 | -140 | 1 | -2 | -52 | 2 | 0
COc1ccc(Nc2ccc(C(F)(F)F)cc2[N+](=O)[O-])cn1 | 7 | 9 | -4 | -8 | 18 | -1 | 0
C[C@H](CO)N1C[C@H](C)[C@H](CN(C)C(=O)Nc2ccc(F)cc2)OCCCC[C@H](C)Oc2ccc(NC(=O)C3CCCCC3)cc2C1=O | 83* | 4 | -1 | -2 | -14 | 7 | -4
CC1CCCCN1CCNC(=O)CC1Oc2ccccc2NC1=O (centres undefined) | -13 | -2 | -6 | -3 | 24 | 0 | nt
CC(=O)N1CCCCN2[C@@H](CO)[C@@H](c3ccc(C#Cc4ccccc4F)cc3)[C@@H]2C1 | 1 | -18 | 2 | -7 | -21 | 59* | -2
CCCC#Cc1cnc2c(c1)C(=O)N([C@H](C)CO)C[C@H](C)[C@H](CN(C)C(=O)c1ccc(F)cc1)O2 | 1 | 14 | 0 | 3 | nt | -1 | 1
COc1cc(NC(=O)c2cccc(F)c2)ccc1NC(=O)c1cc2ccccc2o1 | -18 | 19 | nt | -9 | 15 | 2 | -5
COc1ccc(N2CCN(C(=O)NC3CC(=O)N(c4ccc(OC)cc4)C3)CC2)cc1 (centres undefined) | 2 | -1 | -2 | 1 | 2 | 4 | -6
O=C(O)c1cc(N/N=C/C=C/c2ccccc2)ccc1Cl | -129 | -85 | 14 | 8 | -153 | -7 | 8
COc1cccc(N2CCN(C(=O)c3ccccc3SCC(=O)NCc3ccco3)CC2)c1 | 11 | 6 | 1 | nt | 12 | -3 | 2
CN(C)C(=O)C[C@@H]1C[C@H]2c3cc(NC(=O)C4CCOCC4)ccc3O[C@H]2[C@@H](CO)O1 | 28 | -3 | -5 | -2 | 3 | 17 | -2
CCC(C(=O)OCC(=O)Nc1ccccc1-c1ccccc1)c1ccccc1 (centres undefined) | 8 | nt | nt | -1 | -15 | nt | nt
Cc1noc(C)c1NC(=O)N(C)C[C@@H]1OCCCC[C@H](C)Oc2ccc(NS(=O)(=O)c3ccc(F)cc3)cc2C(=O)N([C@@H](C)CO)C[C@@H]1C | 12 | -5 | -2 | -1 | -5 | -4 | 3
Nc1ccc(NC(=O)c2cccs2)cc1 | -27 | 11 | 0 | 6 | -31 | -6 | -1
CCc1ccc(OCC(=O)NNC(=S)NC(=O)C2CCCCC2)c(Br)c1 | 1 | 14 | 7 | -1 | -6 | 3 | 0
COc1ccc(NC(=O)N[C@@H]2CC[C@@H](CCn3cc(C4(O)CCCC4)nn3)O[C@@H]2CO)cc1 | 4 | 0 | 3 | -7 | -9 | 5 | -7
CCCNC(=O)N[C@H]1C=C[C@H](CC(=O)N2CCN(C)CC2)O[C@@H]1CO | 6 | 7 | -2 | -8 | -11 | 25* | 1
[N-]=[N+]=NC[C@H](Cc1ccccc1)N1CC[C@@H](O)CCC1=O | -12 | -5 | -1 | -1 | 18 | -12 | nt
CN(CC(=O)Nc1c(Cl)cccc1Cl)C(=O)CNC(=O)c1ccc2c(c1)OCO2 | 0 | -2 | 3 | -2 | -2 | 3 | 0
CC/C(=N\NC(=O)c1ccccc1Cl)c1ccc(Br)s1 | 0 | -5 | -1 | -2 | 2 | -4 | 0

2 entries from above, with two lines to a compound:
Values in the order – LGR2 inh, EWS-Fli block, Casp6 inh, ARNT TACC3 PPI, PAX8 reporter, DENV2 CPE, SIRT5 inh
> COc1cc(NC(=O)c2cccc(F)c2)ccc1NC(=O)c1cc2ccccc2o1
 : -18, 19, nt, -9, 15, 2, -5
> COc1ccc(N2CCN(C(=O)NC3CC(=O)N(c4ccc(OC)cc4)C3)CC2)cc1 (centres undefined)
 : 2, -1, -2, 1, 2, 4, -6

Compounds from the list above that contain a nitro group on carbon, in the order listed:
canonical_smiles | LGR2 inh | EWS-Fli block | Casp6 inh | ARNT TACC3 PPI | PAX8 reporter | DENV2 CPE | SIRT5 inh
O=C(NC(=S)Nc1ccc(CN2CCOCC2)cc1)c1cccc([N+](=O)[O-])c1 | -8 | nt | nt | 4 | -29 | nt | nt
COc1ccc(CNc2nc(C)c([N+](=O)[O-])c(C)c2C#N)cc1 | 1 | -2 | 2 | 1 | 5 | 1 | 1
COc1ccc(Nc2ccc(C(F)(F)F)cc2[N+](=O)[O-])cn1 | 7 | 9 | -4 | -8 | 18 | -1 | 0
